Assay outcomes as filed in PubChem BioAssay.
PI5P4Ka inh = qHTS for Inhibitors of phosphatidylinositol 5-phosphate 4-kinase (PI5P4K) | Phosphatidylinositol 5-phosphate 4-kinase type-2 alpha (Homo sapiens), P48426 | PI5P4Kalpha enzyme, ADP-Glo luminescence, 60 min; hits give low values | max response, % | actives 1.2% (n = 330,000) | AID 652105, 2013; active means max response of -50% or lower; inconclusive means between -30% and -50%; inactive means -30% or higher; further: value at the top dose of about 77 µM; on the % scale 0 is the no-effect control and ±100 the full control effect
Target sequence (P48426 whole entry, looked up): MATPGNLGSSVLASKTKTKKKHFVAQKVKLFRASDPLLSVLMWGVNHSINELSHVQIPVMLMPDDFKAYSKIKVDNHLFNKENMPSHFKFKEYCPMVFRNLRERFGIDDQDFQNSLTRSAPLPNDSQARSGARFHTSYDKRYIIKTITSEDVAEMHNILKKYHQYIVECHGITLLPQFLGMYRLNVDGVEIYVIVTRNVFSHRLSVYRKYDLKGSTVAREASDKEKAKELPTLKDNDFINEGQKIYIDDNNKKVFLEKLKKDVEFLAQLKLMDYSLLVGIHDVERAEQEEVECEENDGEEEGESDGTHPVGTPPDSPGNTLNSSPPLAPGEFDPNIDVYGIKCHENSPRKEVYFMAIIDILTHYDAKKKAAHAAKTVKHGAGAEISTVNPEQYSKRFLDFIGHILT
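Controls without substrate or without enzyme flank wells where PI5P4Kalpha converts substrate using 5 microM ATP (final). Incubation lasts 60 minutes at room temperature; ADP formed is read by ADP-Glo luminescence.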
EPAC1 agonist = qHTS for Agonist of cAMP-regulated guanine nucleotide exchange factor 3 (EPAC1): primary screen. EPAC1 agonist qHTS, biochemical assay; response scale: 100% = response to 6.5 mM cAMP. Potency, µM (top dose mostly 154 µM), for inactives: top-dose activation, hits mostly activators. actives 0.073% (n = 360,000). AID 720707, 2013; further: potency means the concentration at half of the fitted maximal effect; nearly all actives have a fitted effect of over 60% in size
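Nucleotide exchange by EPAC1 (100 nM) on Rap1B–BODIPY-GDP (250 nM) in the presence of 50 uM GDP is tracked fluorescently at 480/540 nm over 30 min. Signals are normalized to a 6.5 mM cAMP control.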
FUS yeast rescue = qHTS for Suppressors of FUS Proteinopathy: Primary screen using FUS-linked yeast assay; S. cerevisiae FUS-expressing, growth rescue, OD600, 24 h; actives 0.24% (n = 390,000); Potency, µM (doses to about 76.6 µM), without a hit: at the highest dose growth rescue (activation), actives largely listed as activators;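 further: potency means the concentration at half of the fitted maximal effect; plate controls were DMSO vehicle for no effect and reference control for full effect; nearly all actives have a fitted effect of over 55% in size; some results filed as inactive show a strong effect at the top dose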
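Read-out: OD at 600 nm after 24hr at 30C, reporting rescue of FUS-induced yeast toxicity. Cells at OD 0.005 in galactose (2%) minimal medium; compounds tested in a dilution series; CP55940 titration from 92uM final as control.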
PLK1 PBD inh = qHTS for Inhibitors of PLK1-PDB (polo-like kinase 1 - polo-box domain): Primary Screen; AID 720504, 2013; Potency, µM, inactives show max response, negative = inhibition, most hits filed as inhibitors; Plk1 PBD binding of FITC phosphopeptide, fluorescence polarization; Serine/threonine-protein kinase PLK1 (Homo sapiens), P53350; actives 2.8% (n = 360,000); further: potency means the concentration at half of the fitted maximal effect; series mostly up to about 57 µM; on the % scale 0 is the no-effect control and ±100 the full control effect; nearly all actives have a fitted effect of over 65% in size
Target sequence (P53350 whole entry, looked up, the tested form may be a part): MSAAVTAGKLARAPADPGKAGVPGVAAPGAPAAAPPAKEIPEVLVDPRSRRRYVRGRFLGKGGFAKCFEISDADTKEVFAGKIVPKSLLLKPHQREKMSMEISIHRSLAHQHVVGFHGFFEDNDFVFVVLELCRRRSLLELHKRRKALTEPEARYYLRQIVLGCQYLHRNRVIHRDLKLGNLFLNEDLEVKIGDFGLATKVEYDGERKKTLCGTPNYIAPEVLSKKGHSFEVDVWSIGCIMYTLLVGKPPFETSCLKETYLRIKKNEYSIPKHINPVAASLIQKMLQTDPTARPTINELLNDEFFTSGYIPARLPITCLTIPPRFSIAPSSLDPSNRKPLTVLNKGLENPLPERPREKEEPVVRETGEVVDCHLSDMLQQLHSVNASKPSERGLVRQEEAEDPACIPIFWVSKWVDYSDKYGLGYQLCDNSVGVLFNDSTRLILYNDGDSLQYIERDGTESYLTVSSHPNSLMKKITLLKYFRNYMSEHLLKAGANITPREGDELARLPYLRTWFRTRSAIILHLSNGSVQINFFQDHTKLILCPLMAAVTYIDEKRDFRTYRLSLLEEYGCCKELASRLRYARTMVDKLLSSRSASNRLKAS
IL-2 act = qHTS of IL-2 Activators. actives 0.065% (n = 360,000). activation, % (series mostly up to about 46 µM). AID 652025, 2013. IL-2 activation reporter assay, cell-based qHTS; stimulated with anti-CD3/CD4/CD28 beads; in transgenic mouse T cells; in the data active means activation above about 50%; inconclusive means mostly about 30% to 49%; further: 0% is about no effect
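Screening format: compound pinned onto unstimulated transgenic mouse T cells, 60 min incubation, then anti-CD3/anti-CD4/anti-CD28 bead stimulation for 18 hours at 37 degrees C, followed by EGFP and DsRed detection.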
WRN inhibitor = qHTS for Inhibitors of WRN Helicase | Bifunctional 3'-5' exonuclease/ATP-dependent helicase WRN (Homo sapiens), Q14191 | WRN helicase unwinding, fluorescent forked duplex, kinetic | Potency, µM (highest dose often 114 µM), for inactives: at the top dose activity change, negative = inhibition, usual class: inhibitors | actives 0.46% (n = 360,000) | AID 651768, 2012; further: potency means the concentration at half of the fitted maximal effect; on the % scale 0 is the no-effect control and ±100 the full control effect; nearly all actives have a fitted effect of over 55% in size
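WRN at 20 nM final preincubated with compound 15 min at room temperature; reaction started with 100 nM fluorophore/quencher forked duplex oligonucleotide and 2 mM ATP final. Unwinding followed kinetically by red fluorescence (ex 525, em 598 nm).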
EPAC1 antagonist = qHTS for Antagonist of cAMP-regulated guanine nucleotide exchange factor 3 (EPAC1): primary screen | Rap guanine nucleotide exchange factor 3 (Homo sapiens), O95398 | EPAC1 GEF assay, Rap1b-BODIPY-GDP exchange fluorescence | Potency, µM (doses to about 115 µM), inactives show top-dose activity change, negative = inhibition, actives largely listed as inhibitors | actives 0.14% (n = 360,000);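 further: potency means the concentration at half of the fitted maximal effect; plate controls were vehicle for no effect and positive control for full effect; nearly all actives have a fitted effect of over 50% in size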
Abeta rescue = qHTS for compounds that reverse cellular toxicity of Amyloid beta (A-beta) peptide in yeast: Primary Screen. actives 0.063% (n = 410,000). Potency, µM (doses to about 46.1 µM), for the others: at the top dose growth rescue, hits mostly activators. yeast expressing A-beta42, growth rescue, OD600, 48 h; response scale: 0% DMSO, 100% iron-clioquinol control; further: potency means the concentration at half of the fitted maximal effect; nearly all actives have a fitted effect of over 55% in size
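Yeast A-beta toxicity model in growth medium with pinned compounds, 48 h at 30 C; growth read as absorbance at 600 nm. Normalized to FeCl3/clioquinol equimolar mix (positive) and DMSO (negative).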
aSyn rescue = qHTS of alpha-syn Inhibitors. Yeast expressing alpha-synuclein, growth rescue, BacTiter-Glo, 24 h. Potency, µM (titrated, usually from 46.1 µM), inactives show top-dose growth rescue (activation), actives largely listed as activators. actives 0.14% (n = 370,000). AID 652106, 2013; further: potency means the concentration at half of the fitted maximal effect; % of control where 0% means no effect; nearly all actives have a fitted effect of over 65% in size
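Rescue of yeast growth: cells expressing toxic alpha-synuclein, induced in galactose at OD600 0.02, incubated with compound 24 h at 30 C. ATP luminescence quantified growth; inhibitors of toxicity appear as activators.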
Active calls of the source: *; ? = inconclusive; · = no result given; [ ] = dose if it differs, or a comment. Unless noted, the call rests on the fitted dose curve; in most records, active means well fitted curve in the direction sought with a large enough effect; inconclusive means small, poorly fitted or top-dose-only effect, or another doubt; inactive means no such curve, though single readings can be large; an effect the other way counts as inactive or inconclusive.

SMILES	PI5P4Ka inh	EPAC1 agonist	FUS yeast rescue	PLK1 PBD inh	IL-2 act	WRN inhibitor	EPAC1 antagonist	Abeta rescue	aSyn rescue
CN(C)CCN(C(=O)c1ccccc1Cl)c1nc2c(Cl)cccc2s1	11	4%	·	-1%	-4.3	1%	-19%	1%	4%
Cc1cc(O)c(/C=N/Nc2ccccc2)c(=O)o1	-9	-7%	16%	-5%	0.6	-7%	-2%	-6%	24%
COc1cccc(C(=O)N2CCN(Cc3cn[nH]c3-c3ccc(F)cc3F)CC2)c1	-10	4%	13%	30µM*	0.9	2%	13%	-13%	-6%
Cc1nc2ccccc2nc1SCC(=O)N1CCC(C)CC1	·	-8%	16%	1%	-4.4	1%	1%	8%	4%
CCCCc1nc2cc(C(=O)NC(C)c3cnn(C)c3)ccc2o1 (stereo unspecified)	1	3%	-7%	-2%	-0.1	-10%	-17%	·	2%
c1ccc(C2CC3CC(c4ccccc4)N2O3)cc1 (stereo unspecified)	7	-15%	·	-2%	-0.3	-3%	?	-16%	-4%
O=c1c(Cc2ccc(Cl)cc2Cl)c(O)ccn1CCCN1CCOCC1	0	-6%	14%	0%	-0.3	-9%	1%	2%	0%
Cn1nc(C(=O)OCC(=O)NCCc2ccccc2)c2ccccc2c1=O	3	1%	-1%	-13%	-2.4	-10%	20%	2%	1%
CCC1CCCCN1C(=O)COC(=O)CN(C)S(=O)(=O)c1ccc(NC(C)=O)cc1 (stereo unspecified)	-1	-2%	5%	-12%	-2.6	-2%	-23%	-6%	-14%
CON=C(C(=O)NC1C(=O)N2C(C(=O)O)=C(CSc3nc(=O)c(=O)[nH]n3C)CSC12)c1csc(N)n1 (stereo unspecified)	-12	-4%	2%	?	-0.4	-27%	4%	-3%	5%
COC(=O)[C@@]1(Cc2ccc(F)cc2)[C@H]2c3cc(C(=O)N(C)C)n(Cc4ccc(C)c(F)c4F)c3C[C@H]2CN1C(=O)c1ccccc1	15	-11%	?	5%	-0.5	-11%	-17%	18%	?
COC(=O)Nc1ccc(S(=O)(=O)N2CCCCC2C(=O)NCc2ccco2)cc1 (stereo unspecified)	1	-1%	?	-13%	11	-14%	-10%	10%	-4%
CCc1ncc(C)[nH]1	10	-31%[inhibitor]	-19%	-6%	0.6	3%	6%	-23%	-10%
CC(/C=N/NC(=O)Cn1nnc(N)n1)=C\c1ccc(C(C)C)cc1	0	-3%	10%	3%	1.6	-7%	12%	10%	10%
CN(c1ccccc1)S(=O)(=O)c1ccc(C(=O)Nc2nccs2)cc1	8	-1%	32%	0%	-1.2	-3%	-13%	-2%	11%
COc1ccc(NC(=O)C2=C(C)NC(=O)NC2c2ccccc2[N+](=O)[O-])cc1 (stereo unspecified)	-1	11%	18%	-15%	-4.8	1%	-2%	-11%	-2%
COCCCNC(=O)c1ccc(Cn2c(=O)c3ccccc3n(CC(=O)NCCc3ccc(OC)c(OC)c3)c2=O)cc1	4	9%	34%	-3%	0.3	-1%	-11%	-13%	1%
C=CC[C@@H](CC(=O)N(CCO)Cc1ccccc1)C(=O)N[C@@H](COC(=O)[C@@H](CC=C)Cc1ccc(F)cc1)Cc1ccccc1	-4	-15%	?	3%	-2.3	-13%	-20%	4%	-3%
Cc1ccccc1C1=NC(C(F)(F)F)(C(F)(F)F)c2c(n(C)c(=O)n(C)c2=O)N1	-4	5%	·	-10%	-0.4	-1%	-5%	-10%	-8%
Cc1nc(CNS(=O)(=O)c2cc([N+](=O)[O-])ccc2C)cs1	9	-20%	-7%	-10%	0.4	11%	6%	-1%	1%

Some of the entries above, reformatted.
| smiles | PI5P4Ka inh | EPAC1 agonist | FUS yeast rescue | PLK1 PBD inh | IL-2 act | WRN inhibitor | EPAC1 antagonist | Abeta rescue | aSyn rescue |
| --- | --- | --- | --- | --- | --- | --- | --- | --- | --- |
| COC(=O)Nc1ccc(S(=O)(=O)N2CCCCC2C(=O)NCc2ccco2)cc1 (stereo unspecified) | 1 | -1% | ? | -13% | 11 | -14% | -10% | 10% | -4% |
| CCc1ncc(C)[nH]1 | 10 | -31%[inhibitor] | -19% | -6% | 0.6 | 3% | 6% | -23% | -10% |
| CC(/C=N/NC(=O)Cn1nnc(N)n1)=C\c1ccc(C(C)C)cc1 | 0 | -3% | 10% | 3% | 1.6 | -7% | 12% | 10% | 10% |
| CN(c1ccccc1)S(=O)(=O)c1ccc(C(=O)Nc2nccs2)cc1 | 8 | -1% | 32% | 0% | -1.2 | -3% | -13% | -2% | 11% |
| COc1ccc(NC(=O)C2=C(C)NC(=O)NC2c2ccccc2[N+](=O)[O-])cc1 (stereo unspecified) | -1 | 11% | 18% | -15% | -4.8 | 1% | -2% | -11% | -2% |
| COCCCNC(=O)c1ccc(Cn2c(=O)c3ccccc3n(CC(=O)NCCc3ccc(OC)c(OC)c3)c2=O)cc1 | 4 | 9% | 34% | -3% | 0.3 | -1% | -11% | -13% | 1% |
| C=CC[C@@H](CC(=O)N(CCO)Cc1ccccc1)C(=O)N[C@@H](COC(=O)[C@@H](CC=C)Cc1ccc(F)cc1)Cc1ccccc1 | -4 | -15% | ? | 3% | -2.3 | -13% | -20% | 4% | -3% |
| Cc1ccccc1C1=NC(C(F)(F)F)(C(F)(F)F)c2c(n(C)c(=O)n(C)c2=O)N1 | -4 | 5% | · | -10% | -0.4 | -1% | -5% | -10% | -8% |
| Cc1nc(CNS(=O)(=O)c2cc([N+](=O)[O-])ccc2C)cs1 | 9 | -20% | -7% | -10% | 0.4 | 11% | 6% | -1% | 1% |

(continued)
SMILES	PI5P4Ka inh	EPAC1 agonist	FUS yeast rescue	PLK1 PBD inh	IL-2 act	WRN inhibitor	EPAC1 antagonist	Abeta rescue	aSyn rescue
CCOC1OC(=O)C(Cl)=C1Nc1ccc(C)cc1 (stereo unspecified)	-5	-5%	0%	0%	-3.2	-7%	-4%	-9%	1%
COc1ccc(N2C(=O)CSCC2=O)cc1OC	-2	10%	-3%	-14%	0.1	-4%	8%	3%	0%
CCN(CCCNC(=O)c1cc2c(-c3cccc(OC)c3)nn(C)c2s1)Cc1ccccc1	2	8%	20%	-8%	-2.4	16%	-10%	3%	-4%
c1cncc(-c2nc3c(ccc4ccccc43)[nH]2)c1	·	14%	11%	-2%	-0.3	-20%	-4%	5%	11%
COc1ccc(-c2cc3ccccc3nc2N)cc1OC	-4	0%	-12%	-5%	-0.4	-1%	6%	-14%	3%
COc1cccc(C(c2c(NC(=O)c3ccccc3)sc(C)c2C)N2CCN(C)CC2)c1 (stereo unspecified)	1	11%	9%	1%	4.8	-14%	0%	15%	2%
O=C(CCn1c(=O)[nH]c2ccccc2c1=O)NCCSCc1ccccc1	-3	-3%	4%	-1%	0.9	10%	7%	-3%	2%
COC(=O)c1ccccc1NC(=O)N1CCCC1	·	2%	11%	-8%	-1.0	0%	-2%	-76%[inhibitor]	-30%[inhibitor]
OC(CNCCC(c1ccccc1)c1ccccc1)COc1ccccc1 (stereo unspecified)	9	-1%	14%	2%	-6.6	-15%	-18%	10%	2%
C=CCNc1nc(-c2c(C)nc3ncccn23)cs1	0	-1%	7%	-9%	-1.8	-2%	0%	8%	8%
NS(=O)(=O)c1ccc(CNC(=O)c2cc(-c3ccccc3)nc3ccccc23)cc1	2	-10%	-4%	-1%	0.9	-6%	5%	6%	0%
COC(=O)c1cn(NC(=O)C2CCCO2)c(=O)c2ccccc12 (stereo unspecified)	·	2%	27%	-6%	-0.4	5%	0%	-7%	-2%
CN1CCN(c2ncnc3c2ncn3[C@H]2CN(Cc3cccs3)C[C@@H](CO)O2)CC1	-9	-19%	3%	2%	0.7	9%	0%	-6%	-4%
COc1ccc(CN2CCN(CCC(C)C)C(CCO)C2)cc1Cn1cncn1 (stereo unspecified)	0	8%	-20%	-13%	-0.2	7%	-11%	-4%	-7%
O=C(COC(=O)c1cc[n+]([O-])cc1)NCCc1ccc(Cl)cc1Cl	-13	3%	-25%	1%	1.5	-3%	2%	-14%	2%
FC(F)(F)c1nnc(-c2ccccc2)nc1Oc1ccc(Cl)cc1Cl	11	0%	-23%	-5%	-0.2	-15%	0%	7%	1%
N=C1/C(=C\c2ccc(SCc3ccco3)o2)C(=O)N=C2SC=NN12	-58*	-7%	21%	?	8.8	56µM*	-22%	11%	-4%
O=C1C=C(c2ccc(OC(F)(F)F)cc2)C[C@@H](c2ccc(F)cc2)C1	-6	-19%	5%	-5%	0.5	-1%	-22%	?	-7%
O=C(c1ccc(-n2cncn2)c([N+](=O)[O-])c1)N1CCN(S(=O)(=O)c2ccccc2Br)CC1	-7	-24%	11%	-5%	0.1	-3%	-20%	2%	-1%
CC(C)Nc1nc(NC(C)C)nc(NS(=O)(=O)c2ccc(N)cc2)n1	1	0%	0%	-8%	-0.9	5%	4%	12%	·
CC(=O)CC(=O)Nc1ccccc1NC(C)=O	-1	2%	1%	-1%	-1.6	-1%	9%	1%	-10%
CCn1c(C)cc(O)cc1=O	4	6%	-26%	-5%	-0.1	-29%	6%	1%	-2%
C[C@@H]1COC(=O)[C@H](Cc2ccc(F)cc2)C/C=C\C[C@@H](CC(=O)N[C@H](CO)Cc2ccccc2)C(=O)N1	3	-5%	-4%	-5%	-0.4	2%	-5%	3%	-1%
CN(Cc1ccccc1)C(c1cc2ccccc2o1)c1nnnn1C(C)(C)C (stereo unspecified)	0	5%	23%	-10%	-1.0	-5%	-10%	-21%	-6%

Compounds as they come. Share with any hit: about 4.1%.
